# CYP2C19 activ: human CYP2C19 activators, primary screen, biochemical, luminescence | activation factor at 5 µM | recombinant CYP2C19, luciferin-H EGE luminescence; stronger effect = higher value; 0 = fully inhibited enzyme, 1 = untreated enzyme | 96,000 tested, under 10 active;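 active = activation factor of at least 2 at 5 µM in the primary screen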;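 note: 0 = wells with 2.5 mM tranylcypromine and 1 = vehicle-only wells; values of inactives mirror those of a sister screen read the other way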
# EphB4 antag: EphB4-ephrin-B2 interaction antagonists, primary screen, biochemical, TNYL-RAW peptide probe, fluorescence polarization. Ephrin type-B receptor 4 (Homo sapiens), P54760. EphB4 LBD / TNYL-RAW-Alexa532 peptide. inhibition, % at 7 µM. 97,000 compounds, 0.15% hits. AID 720, 2007;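 active = inhibition above the screen-wide mean inhibition plus 3 SD, cut at about 15% in these data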;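 note: 0% = DMSO wells and 100% = excess unlabeled TNYL-RAW peptide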
# Target sequence (P54760 whole entry, looked up, the tested form may be a part): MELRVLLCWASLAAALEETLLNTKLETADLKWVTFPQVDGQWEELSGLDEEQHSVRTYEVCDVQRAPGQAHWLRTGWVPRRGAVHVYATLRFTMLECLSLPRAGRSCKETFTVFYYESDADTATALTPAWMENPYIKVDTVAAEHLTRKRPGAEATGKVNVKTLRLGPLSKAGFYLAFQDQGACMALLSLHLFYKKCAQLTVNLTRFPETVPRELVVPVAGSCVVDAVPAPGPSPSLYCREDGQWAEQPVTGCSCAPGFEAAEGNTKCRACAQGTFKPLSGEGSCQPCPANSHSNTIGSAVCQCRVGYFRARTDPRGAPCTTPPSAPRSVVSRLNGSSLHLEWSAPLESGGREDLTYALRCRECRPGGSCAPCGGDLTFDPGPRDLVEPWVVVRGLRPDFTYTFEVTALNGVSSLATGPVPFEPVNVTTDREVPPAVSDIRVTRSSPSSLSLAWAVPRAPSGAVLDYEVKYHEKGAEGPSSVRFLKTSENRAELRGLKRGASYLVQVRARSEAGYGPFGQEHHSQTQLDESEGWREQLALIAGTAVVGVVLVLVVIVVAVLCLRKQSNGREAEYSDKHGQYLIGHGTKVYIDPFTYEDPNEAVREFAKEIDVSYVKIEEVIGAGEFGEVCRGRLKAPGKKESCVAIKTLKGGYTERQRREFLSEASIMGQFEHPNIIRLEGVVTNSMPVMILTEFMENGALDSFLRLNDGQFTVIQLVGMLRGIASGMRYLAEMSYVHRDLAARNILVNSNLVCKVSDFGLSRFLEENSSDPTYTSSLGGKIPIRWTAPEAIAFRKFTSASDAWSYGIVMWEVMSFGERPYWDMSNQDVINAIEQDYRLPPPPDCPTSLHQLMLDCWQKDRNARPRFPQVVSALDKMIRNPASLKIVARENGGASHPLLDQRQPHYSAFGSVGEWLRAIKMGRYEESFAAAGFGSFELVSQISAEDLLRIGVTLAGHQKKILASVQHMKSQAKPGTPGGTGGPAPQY
# Plk1 PBD FP: Plk1 polo box domain binding inhibitors, primary screen, biochemical, fluorescence polarization; Serine/threonine-protein kinase PLK1 (Homo sapiens), P53350; 97,000 compounds, 0.13% hits; inhibition, %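 (tested at about 20 µM)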; Plk1 PBD phosphopeptide binding; in the data active = inhibition above about 34%, passing the limit was not always enough
# Rev-RRE block: HIV-1 Rev-RRE binding inhibitors, primary screen, biochemical, FRET, protein-RNA interaction | Rev peptide-RRE RNA binding | 97,000 compounds, 0.79% hits | inhibition, % at 8 µM;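 active = inhibition above the screen-wide mean plus 3 SD, cut at about 35% in these data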;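 note: 0% = median DMSO wells and 100% = median Neomycin B control wells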
# Target sequence (P05866 whole entry, looked up): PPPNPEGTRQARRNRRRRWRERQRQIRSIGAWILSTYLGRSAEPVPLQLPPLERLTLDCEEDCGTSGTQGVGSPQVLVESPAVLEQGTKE
#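 Test system: Cy5-tagged RRE RNA duplex with fluorescein-tagged Rev peptide; Probe or stimulus: labelled Rev peptide; Schedule: 5 min preincubation and 15 min binding, 25 °C; Signal: FRET fluorescence readout; Evaluation: % inhibition from 671/540 nm acceptor-to-donor ratio, scaled between controls; Control set: DMSO and neomycin B.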
# PLAP activator: PLAP enzyme activators, biochemical, luminescence, HTS. activation fold at 20 µM. 96,000 compounds, 1.2% hits. purified PLAP enzyme, luminescent substrate read-out; stronger effect = higher value; in the data active = activation fold above about 2
# CYP2C19 inh: blockers of cytochrome P450 2C19 activity – biochemical, luminescence, ADME assay, primary screen. P33261. CYP2C19 Supersomes, luciferin-H EGE luminescence, 30 min. AID 778, 2007. 96,000 compounds, 21% hits. inhibition, % at 5 µM;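 active = CYP2C19 inhibition above a set limit at 5 µM in the primary screen, cut at about 50% in these data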;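 note: plate controls were negative control wells for no effect and 2.5 mM tranylcypromine positive control for full effect; values of inactives mirror those of a sister screen read the other way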
# CYP2C9 act: human CYP2C9 activators, primary screen, biochemical, luminescence | Cytochrome P450 2C9 (Homo sapiens), P11712 | 96,000 compounds, 1.4% hits | activation factor at 5 µM | recombinant CYP2C9, luciferin-H conversion; stronger effect = higher value; factor 1 = untreated enzyme, 0 = blocked;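 active = activation factor of 2 or more for CYP2C9 at a 5 µM dose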;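 note: 0 = sulfaphenazole-blocked wells and 1 = vehicle-only wells; values of inactives mirror those of a sister screen read the other way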
# PLK1 kinase inh: human PLK1 kinase inhibitors, primary screen, biochemical, TR-FRET | Serine/threonine-protein kinase PLK1 (Homo sapiens), P53350 | recombinant PLK1 kinase, TR-FRET peptide phosphorylation | inhibition, % at 10 µM | 97,000 compounds, 0.53% hits | AID 619, 2007;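 active = inhibition of 50% or more in the single-concentration screen; inactive = inhibition below 50%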;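 note: 0% = DMSO max control and 100% = H-89 dihydrochloride min control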
# CYP2C9 inhib: blockers of cytochrome P450 2C9 activity – biochemical, luminescence, ADME assay, primary screen | CYP2C9 Supersomes, luciferin-H conversion | P11712 | inhibition, % at 5 µM | 96,000 compounds, 20% hits | AID 777, 2007;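 active = blocking of liver enzyme CYP2C9 beyond about 50% at 5 µM, limit read from the data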; note: values of inactives mirror those of a sister screen read the other way
# An asterisk follows results filed as active; nt = no result given.
SMILES,CYP2C19 activ,EphB4 antag,Plk1 PBD FP,Rev-RRE block,PLAP activator,CYP2C19 inh,CYP2C9 act,PLK1 kinase inh,CYP2C9 inhib
COc1ccc(C(NC(=O)c2ccc(-c3ccccc3)cc2)c2ccccc2)cc1 (stereo unspecified),0.9,1,-25,6,1.2,9,1,0,0
Cc1coc(NC(=O)CSc2nc(-c3ccc(Cl)cc3)cc(C(F)(F)F)c2C#N)n1,1.2,-3,7,18,0.9,-20,0.8,-18,19
C=CCNC(=O)c1onc(CSc2ccccc2F)c1C(=O)O,0.9,5,18,8,1,12,0.6,-6,39
CC(C)c1nc(NCC2CCCO2)c(C#N)c2c1COC(C)(C)C2 (stereo unspecified),0.5,4,-3,6,1.2,54*,0.2,-11,82*
FC(F)(F)c1nnc(-c2ccccc2)nc1Oc1ccc(Cl)cc1Cl,0.4,-8,-11,11,0.9,61*,0.7,-11,33
Cc1ccc(C(=O)c2cc3ccccc3o2)cc1C,0.9,6,-7,6,0.8,9,0.9,-10,6
COc1ccc(-c2nnc(SCC(=O)Nc3cc(C)on3)n2C)cc1OC,1,-1,6,7,0.9,5,1,-11,-1
Cc1cc(C(=O)OCCO)c(C#N)c(N)n1,1.2,5,-6,9,1,-21,1,-5,-3
COc1ccc(C(=O)NC(=S)N(Cc2ccccc2)Cc2ccccc2)cc1,0.8,0,-17,1,1.1,22,0.5,-9,46
Cn1c(=O)c2c(nc(SCc3ccccc3)n2Cc2ccc(Cl)cc2)n(C)c1=O,nt,-4,4,0,nt,nt,nt,-14,nt
CC1CCCN(Cc2cnc(Cl)s2)C1 (stereo unspecified),0.5,0,-4,10,1.1,53*,1,-6,2
COC(=O)c1[nH]c(=O)c2ccccc2c1O,nt,0,2,5,nt,nt,nt,-8,nt
CN(C)c1ccnc(Oc2ccccc2)c1C#N,0.7,5,17,6,1.1,29,0.6,-8,39
Cc1ccc(C(=O)N(NC2=NS(=O)(=O)c3ccccc32)S(=O)(=O)c2ccc(C)cc2)cc1,0.8,-1,-13,-1,1.2,18,0.6,-10,42
Cc1nc(=O)c(-c2ccccc2)c(C)n1-c1ccc(S(N)(=O)=O)cc1,1.3,-3,37,-3,1,-25,1.2,-11,-16
Cn1cnnc1SCC(=O)Nc1ccc2nc(SCc3ccccc3)sc2c1,0.7,4,-33,11,1.7,32,0.8,-13,20
Cc1ccccc1NC(=O)CN1C(=O)S/C(=C\c2cccn2-c2cccc(C(=O)O)c2)C1=O,0.9,-12,15,-4,1.4,6,0.2,-8,75*
O=C(O)CSC12CC3CC(C1)CC(C(=O)O)(C3)C2,1.2,nt,nt,nt,1,-16,1.1,nt,-8
CCN1C(=O)CC(Sc2ccccc2C(=O)O)C1=O (stereo unspecified),1.2,5,26,7,1.1,-17,0.9,-12,7
C=CCn1c(COc2ccccc2)nnc1SCC(=O)N/N=C/c1ccc(C)cc1,0.8,1,-8,1,1.2,19,0.7,-13,30
Cc1ccc(Sc2cnc3ccccc3n2)cc1,0.9,4,17,12,1,10,0.8,-8,19
Cc1onc(-c2c(F)cccc2Cl)c1C(=O)NCc1ccccn1,0.4,3,36,8,1.1,56*,0.7,-3,32
CCn1c(SCC(=O)NCc2ccco2)nnc1C(C)C,0.9,5,-1,11,1.3,11,1.3,-9,-27
CS(=O)(=O)N1CCN(c2ccccc2NC(=O)c2ccc(Br)o2)CC1,0.7,9,-4,8,1,32,0.6,1,37
Cc1ccc(C)c(S(=O)(=O)NCc2ccc(C(=O)N3CC(C)OC(C)C3)cc2)c1 (stereo unspecified),nt,-3,-18,3,nt,nt,nt,-11,nt
# Later entries.
SMILES,CYP2C19 activ,EphB4 antag,Plk1 PBD FP,Rev-RRE block,PLAP activator,CYP2C19 inh,CYP2C9 act,PLK1 kinase inh,CYP2C9 inhib
O=C(Cc1ccccc1)NCC(=O)OCC(=O)c1cccs1,1,3,-9,10,1,3,0.8,-10,18
COc1ccc(/C=N/c2nc3ccccc3n2CCN2CCCCC2)cc1OC,0.8,-2,2,1,1.7,23,0.8,-4,22
CCCCNC(=O)CCCn1c(=O)c2ccccc2n(CC(=O)NCCC2=CCCCC2)c1=O,0.3,5,-22,8,1.4,67*,0.3,-5,72*
CC1CN(C(=O)CN2C(=O)c3ccccc3S2(=O)=O)CC(C)O1 (stereo unspecified),0.9,1,-3,10,1.1,14,0.8,-21,18
O=[N+]([O-])c1ccc([C@H](O)[C@H](CO)N=Cc2ccccc2O)cc1,1.2,-7,-3,7,1.1,-20,0.8,-7,18
COc1ccc(N(CC(=O)Nc2ccc3c(c2)OCCO3)S(=O)(=O)c2cccnc2)cc1,0.8,nt,nt,nt,0.9,25,0.5,nt,48
COc1ccc(C(=O)/C(=C\c2ccco2)N2C=CC=CC2=C(C#N)C#N)cc1,0.9,1,-13,10,1.1,15,0.7,17,34
CN(C)/C=C1\C(=O)Nc2ccccc21,1,3,-5,8,0.9,2,1,-5,-5
COC(=O)C1=C(C)Nc2ncnn2C1c1ccc(C)o1 (stereo unspecified),0.9,2,0,3,0.9,5,0.8,-11,24
N#Cc1ccc(CSc2nnc(-c3cnccn3)o2)cc1,0.3,6,-31,6,0.9,70*,0.7,-1,27
O=C(Nc1cccc(-c2nnc(-c3ccco3)o2)c1)C(c1ccccc1)c1ccccc1,0.2,2,-5,0,1.6,83*,0,-12,98*
COc1ccc(-c2c3c([nH]c(=S)c2C#N)CCC3)cc1,0.9,-6,4,5,1.2,8,1.3,-11,-35
COC(=O)C1CCN(C(=O)c2sc3nc(-c4ccccc4)cn3c2C)CC1,0.7,1,-41,4,1.4,34,0.6,-7,41
O=C(CSc1nnc(-c2ccccc2)n1Cc1ccco1)Nc1ccc2c(c1)OCCO2,0.4,0,-11,7,1.2,56*,0.5,-3,55*
COc1ccc(S(=O)(=O)Nc2ccc3c(c2)OCO3)cc1Cl,0,-8,13,1,1.2,100*,0.2,-12,76*
CCn1c(-c2ccccc2O)n[nH]c1=S,0.6,7,-9,9,1.7,35,1,-7,4
COc1ccc(-n2nc(C(=O)O)c3ccccc3c2=O)c(OC)c1,1,nt,nt,nt,0.9,-3,1.1,nt,-7
COc1ccc(CNC(=O)C2CCN(S(=O)(=O)c3c(C)n[nH]c3C)CC2)cc1,1,-1,-31,2,1.4,2,1,-10,2
Cc1ccc(-c2onc3ccc(C4(C)OCCO4)cc23)cc1,0.4,1,17,-2,1,60*,0.5,2,54*
O=S(=O)(Nc1cccc2ncccc12)c1cccs1,0.6,nt,nt,nt,1.7,35,2.9*,nt,-193
CCOc1ccc(OCC)c(NC(=O)CSc2nnnn2CC)c1,nt,6,5,10,nt,nt,nt,-6,nt
COc1ccc2nc(NC(=O)CSc3nnc(C)s3)sc2c1,1,3,-6,0,0.9,-1,1.1,-6,-6
CCCNC(=O)Nc1ccccc1C(=O)Nc1ccc(OC)cc1,0.6,7,-12,-1,0.9,40,0.6,-11,44
O=C(NCc1ccc2c(c1)OCO2)c1cccc(C(=O)NCc2ccc3c(c2)OCO3)c1,0.9,2,-16,6,0.8,8,0.9,-6,11
O=c1nc(-c2ccccc2)c2cc(Cl)ccc2[nH]1,1.1,0,-9,2,1.2,-8,0.9,-16,10
# Following part.
SMILES,CYP2C19 activ,EphB4 antag,Plk1 PBD FP,Rev-RRE block,PLAP activator,CYP2C19 inh,CYP2C9 act,PLK1 kinase inh,CYP2C9 inhib
Cn1c(Cc2ccccc2)nnc1SCC(=O)N1CCN(c2ccccc2)CC1,0.9,0,18,7,1,11,0.9,-8,11
COc1ccc(OC)c(C(=O)c2ccc(C(=O)c3cc(OC)ccc3OC)cc2)c1,0.9,0,-15,1,0.9,7,0.6,-9,36
CCOC(=O)c1cnc(Nc2nc3ccccc3o2)nc1C,0.1,4,3,-4,2.8*,88*,0.4,9,58*
C/C(=N/N1CCN(c2ccccn2)CC1)c1ccc([N+](=O)[O-])cc1,1,0,12,8,1,0,1.1,-8,-7
COc1ccc(CCN2C(=O)C3C4CC(C5C(C(N)=O)=NOC45)C3C2=O)cc1OC (stereo unspecified),1.1,-10,-14,8,1.1,-9,1,-7,3
CCOc1ccc(N(C(=O)Cn2nnc3ccccc32)C(C(=O)NC(C)(C)CC)c2cccn2C)cc1 (stereo unspecified),nt,1,-7,-5,nt,nt,nt,-8,nt
Clc1ccc2[nH]cc(-c3nnnn3-c3ccc4ccccc4c3)c2c1,1.1,6,-12,11,0.9,-5,1.2,-9,-16
CC(Oc1ccc(C(C)(C)C)cc1)c1ccnc2nc(/N=C/N(C)C)nn12 (stereo unspecified),0.9,6,-7,3,1.4,6,0.9,-4,13
CCOc1ccc(C2=CS/C(=C(\C#N)c3nnc4n3CCCCC4)N2CC)cc1,0.5,-10,-17,4,1.4,54*,0.8,-12,18
CCOC(=O)N1CCN(C(=O)c2ccc3c(=O)n(Cc4ccccc4)c(=S)[nH]c3c2)CC1,0.6,-7,-15,-5,1.3,36,0.7,-5,29
Fc1ccc(-c2[nH]ncc2-c2nnnn2-c2ccccc2)c(F)c1,0.1,1,-5,4,1.5,91*,0.5,-6,51*
c1ccc(COc2ccc(OCCCCN3CCCCC3)cc2)cc1,1,2,-20,12,1.7,-3,1.1,-4,-10
CCN=C1SC(C(=O)Nc2ccccc2)CC(=O)N1CC (stereo unspecified),0.6,-1,-9,0,0.8,37,1.2,-4,-24
CC1(C)Cc2c(sc(/N=C/N3CCCCC3)c2C#N)C(C)(C)N1,1.1,-8,4,2,1,-6,1,-6,2
CN1CCN(C(=O)c2cc3c(C(F)(F)F)nn(C)c3s2)CC1,1,4,-13,1,1,-3,1.2,-11,-20
COCCNC(=O)C(c1ccc(F)cc1)N(CCOC)C(=O)CCC(=O)Nc1nccs1 (stereo unspecified),1,-1,-18,3,1.6,5,0.9,16,12
Cc1ccc(N2CCN(CC(=O)Nc3c(C(=O)C4CC4)oc4ccccc34)CC2)cc1,1.1,3,-5,10,1.3,-12,1,-63,0
O=C(Cc1ccsc1)NCC(c1ccco1)N1CCCCC1 (stereo unspecified),0.8,nt,nt,nt,1.1,16,0.9,nt,8
Cn1c(=O)[nH]c(=O)c2c1nc(N1CCCCCC1)n2Cc1cccc2ccccc12,1.1,0,15,-2,0.9,-12,1.1,9,-12
Cc1ccc(NCc2nnc(SCC(=O)Nc3cc(C)on3)n2C)cc1,nt,9,-13,1,nt,nt,nt,-6,nt
CCOC(=O)Cc1csc(N/N=C\c2cccc(Br)c2)n1,1.1,0,-3,2,1.2,-12,1.2,-9,-17
COc1ccccc1C1CC(c2ccc(Cl)cc2Cl)Nc2nc(N)nn21 (stereo unspecified),0.2,2,-9,6,1.5,83*,0.6,-21,39

# Quoted from the entries so far for reference:
SMILES,CYP2C19 activ,EphB4 antag,Plk1 PBD FP,Rev-RRE block,PLAP activator,CYP2C19 inh,CYP2C9 act,PLK1 kinase inh,CYP2C9 inhib
COc1ccc(C(NC(=O)c2ccc(-c3ccccc3)cc2)c2ccccc2)cc1 (stereo unspecified),0.9,1,-25,6,1.2,9,1,0,0
Cc1coc(NC(=O)CSc2nc(-c3ccc(Cl)cc3)cc(C(F)(F)F)c2C#N)n1,1.2,-3,7,18,0.9,-20,0.8,-18,19
C=CCNC(=O)c1onc(CSc2ccccc2F)c1C(=O)O,0.9,5,18,8,1,12,0.6,-6,39
